Screening data: PubChem, Broad Institute
DENV2 CPE: inhibitors of DENV2 cytopathic effect, primary screen, cell-based, plate reader, single concentration; DENV2-infected cells, cytopathic effect rescue; CPE inhibition, % at 9.99 µM; hit rate 1.7% among 350,000; AID 651640, 2012; in the data active means CPE inhibition above about 20%, passing the limit was not always enough; inconclusive means no clear call, values can overlap the other calls; tested in BHK-21 cells;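 further: 0% = median of neutral control wells and 100% = median of positive control wells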
CASP6 VEID inh: human caspase-6 inhibitors, primary screen, biochemical, VEID-R110 fluorescence, single point, set 2; AID 686996, 2013; inhibition, % at 12.5 µM; purified caspase-6, Z-VEID-R110 cleavage fluorescence; hit rate 0.53% among 350,000; P55212;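 active means mean inhibition across replicates at least about 35%, with every replicate also reaching that limit, limit read from the data; inconclusive means only one of the two criteria met; inactive means neither criterion met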;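 further: 0% = median of neutral control wells and 100% = no fluorescence left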
Target sequence (P55212 24-179 limits assumed): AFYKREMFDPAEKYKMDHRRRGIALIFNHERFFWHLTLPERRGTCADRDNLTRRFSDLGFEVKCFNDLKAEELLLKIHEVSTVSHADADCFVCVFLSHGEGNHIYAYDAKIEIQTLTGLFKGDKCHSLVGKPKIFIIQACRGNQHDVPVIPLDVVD
Target sequence (P55212 194-293 limits assumed): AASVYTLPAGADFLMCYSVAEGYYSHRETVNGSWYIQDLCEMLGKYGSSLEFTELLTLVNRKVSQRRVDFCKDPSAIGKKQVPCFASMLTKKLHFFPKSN
GSIS activator: GLuc luminescence reporter in INS-1E cells, primary screen for activators of glucose-dependent secretion of insulin; INS-1E GLuc reporter insulin secretion, 2-3 h; activation, % at 16.6 µM; hit rate 0.61% among 370,000; AID 743287, 2014;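 active means lowest replicate activation of at least 40%, so every replicate reaches that level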;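 further: 0% = median of neutral control wells and 100% = median of IBMX positive control wells; some compounds called inactive have numbers as strong as hits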
CFTR F508del cor: F508del CFTR correction, initial screen, CFBE line, single point; CFBE cells, YFP halide quenching; stimulated with forskolin plus potentiator P3; % fluorescence drop versus neutral controls; activity (quench increase), % at 7.58 µM; hit rate 0.36% among 350,000;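 active means mean added fluorescence quench of at least 8% versus neutral control, with both replicates also reaching 8%; inconclusive means only one of the mean or replicate conditions met; inactive means mean below 8% and not both replicates reaching 8%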;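 further: cells transiently co-express mutant CFTR-F508del with the halide-sensitive YFP; corrector assay measuring rescue of mutant channel to the surface after 24 h compound exposure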
RAD54 branch: inhibitors of human RAD54 branch migration, primary screen, biochemical, fluorescence, single point | DNA repair and recombination protein RAD54-like (Homo sapiens), Q92698 | RAD54 Holliday junction branch migration, FAM/BHQ fluorescence | inhibition, % at 10.4 µM | hit rate 0.14% among 360,000;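 active means mean normalized replicate activity at least 40 and at least half of replicates scoring 40 or more; inconclusive means only one of the two criteria met; inactive means mean below 40 and under half of replicates reaching 40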;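 further: 0% = median of neutral control wells and 100% = median of positive control wells; inhibitors cause a drop in the FAM fluorescence signal; in these data hits start at about 50%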
Target sequence (Q92698 whole entry, looked up): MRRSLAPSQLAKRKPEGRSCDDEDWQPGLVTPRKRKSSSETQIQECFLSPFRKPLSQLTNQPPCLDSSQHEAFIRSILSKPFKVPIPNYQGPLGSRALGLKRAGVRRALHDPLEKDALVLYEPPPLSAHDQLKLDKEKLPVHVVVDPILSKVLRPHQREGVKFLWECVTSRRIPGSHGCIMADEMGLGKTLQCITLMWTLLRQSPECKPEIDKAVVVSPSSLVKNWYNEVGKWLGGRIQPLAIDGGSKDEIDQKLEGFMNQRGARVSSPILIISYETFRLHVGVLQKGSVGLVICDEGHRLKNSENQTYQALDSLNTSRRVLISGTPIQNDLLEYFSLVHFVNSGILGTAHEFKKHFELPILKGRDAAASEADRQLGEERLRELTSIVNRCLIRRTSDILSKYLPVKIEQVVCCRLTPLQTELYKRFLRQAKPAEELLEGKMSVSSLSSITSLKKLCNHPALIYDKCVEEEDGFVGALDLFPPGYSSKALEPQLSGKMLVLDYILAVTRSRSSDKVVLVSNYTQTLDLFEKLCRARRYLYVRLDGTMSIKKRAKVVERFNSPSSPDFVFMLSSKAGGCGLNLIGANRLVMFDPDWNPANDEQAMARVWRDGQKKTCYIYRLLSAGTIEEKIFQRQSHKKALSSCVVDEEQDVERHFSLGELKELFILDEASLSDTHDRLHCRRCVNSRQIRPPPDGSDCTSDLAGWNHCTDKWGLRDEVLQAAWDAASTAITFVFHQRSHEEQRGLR
Xi reactivation: activators of inactive X chromosome reactivation, primary screen, imaging, XiGFP fibroblasts, GFP high-content imaging, set 2; XiGFP mouse fibroblasts, % GFP-positive cells imaging, 3 d; cells co-treated with 5-aza-dC sensitizer; scaled so ellipticine positive control = 100%; activation, % at 7.58 µM; hit rate 0.055% among 360,000; AID 743238, 2013;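 active means mean normalized replicate activation at least 10% and every replicate at or above 10%; inconclusive means only one of the two criteria met; inactive means mean below 10% and not all replicates reach 10%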;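 further: 0% = median of on-plate neutral control wells and 100% = ellipticine 6 µM median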
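Assay system: SV40-immortalized XiGFP fibroblast cells, line 68-5-11; buffer or medium: DMEM plus 5-aza-dC sensitizer; compound: one concentration, pinned; timing: compounds 3 days, fix/stain 15 min at room temperature; benchmarks: positive control ellipticine, 6 µM final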
RAD52 inh: RAD52 DNA annealing inhibitors, primary screen, biochemical, FRET, single point, set 2; recombinant RAD52 DNA annealing, FRET fluorescence; inhibition, % at 18.7 µM; hit rate 0.46% among 360,000; AID 651710, 2012;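 active means every replicate showing at least 50% inhibition; inconclusive means mean inhibition at least 50% but not in every replicate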
E-sel inducer: E-selectin induction in HUVECs, primary screen, imaging, HUVEC, immunofluorescence imaging, single point | hit rate 0.37% among 260,000 | P16581 | normalized: neutral wells 0, TNF-alpha wells 100 | activation, % at 7.58 µM | AID 686992, 2013;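 active means mean E-selectin-positive cell signal at least 10% of the positive control, reached in at least 60% of replicates, without over 20% cell loss; inconclusive means no rule given, readout overlaps actives, possibly toxicity-flagged; inactive means the rest, including those meeting only one limit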;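 further: in these data hits start at about 27%; measured in HUVEC primary endothelial cells; signal is the percent of cells scored E-selectin positive by PE staining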
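Material: HUVEC primary endothelial cells; Amount: 3,000 cells per well; Dosing: single concentration; Medium: EGM-2 growth medium on 0.1% gelatin-coated wells; Read-out basis: percent E-selectin-positive cells; Signal: immunofluorescence imaging; Control set: TNF-alpha, DMSO.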
An asterisk follows results filed as active; i = inactive; ? = inconclusive; . = no result given.

SMILES	DENV2 CPE	CASP6 VEID inh	GSIS activator	CFTR F508del cor	RAD54 branch	Xi reactivation	RAD52 inh	E-sel inducer
Cn1c(CCC(=O)O)nc2cc(S(=O)(=O)N3CCCC3)ccc21	-3	0	11	1.2	7	0.0	-10	-0.2
Cc1cc(N2C(=O)C(O)=C(C(=O)c3cc4ccccc4o3)C2c2ccc(Cl)cc2)no1 (stereo not drawn)	-2	33	-2	2.4	-9	0.0	-14	.
COC(=O)C[C@H]1CC[C@@H]2[C@@H](COc3ccc(NC(=O)Nc4ccc(Cl)cc4)cc3C(=O)N2C)O1	-1	.	-15	-3.1	0	0.4	.	0.3
C[C@@H]1CN([C@H](C)CO)C(=O)c2cc(NS(=O)(=O)c3ccc(Cl)cc3)ccc2O[C@@H](C)CCCCO[C@@H]1CN(C)C	?	0	-5	-0.4	-6	-0.3	4	-0.3
NS(=O)(=O)c1cccc(NC(=O)c2cccc(Oc3ccccc3)c2)c1	1	6	0	0.2	9	0.4	-15	-0.1
CC1CCCC(C)N1/N=C/c1ccc(N(C)C)cc1 (stereo not drawn)	-4	5	6	-0.8	-2	0.0	0	1.9
CC(=O)Nc1ccc(NCCc2cccs2)cc1	-3	3	5	-3.8	-5	-0.1	-5	-0.1
O=C(NCC(=O)N1CCOCC1)c1ccc(Cl)c(Cl)c1	-1	0	-2	0.1	-10	0.6	-8	1.9
COc1ccc(S(=O)(=O)Nc2ccc3c(c2)CC(=O)N([C@H](C)CO)C[C@@H](C)[C@@H](CN(C)C)O3)cc1	-3	0	13	-2.2	-9	0.3	12	.
CCCNC(=O)Nc1ccc2c(c1)C(=O)N(C)C[C@@H](OC)[C@@H](C)CN(Cc1ccc(-c3ccccn3)cc1)[C@@H](C)CO2	-4	1	-17	3.0	-2	-0.1	-2	-0.1
CN(C)c1ncnc2c1ncn2[C@H]1CN(Cc2ccco2)C[C@@H](CO)O1	-8	0	.	1.3	-4	0.4	-8	-0.2
CCOC(=O)N1CCC(NC(=O)CNS(=O)(=O)c2ccc(Br)s2)CC1	6	-2	1	1.3	0	.	-21	.
CSc1nnc(NC(=O)c2nc(S(=O)(=O)Cc3ccc(C)cc3)ncc2Cl)s1	2	18	-17	4.4	-2	0.3	-7	.
CCO/C=C1\SC(=S)N(c2ccc(Cl)cc2)C1=O	0	2	.	1.2	-9	-0.1	i	.
COc1cccc(-c2cccc(NC(=O)C3CCN(Cc4ccc(C)o4)CC3)c2)c1	-7	-3	-11	0.0	7	0.0	-29	.
CSc1nc2c(c(=O)[nH]c(=O)n2C)n1CCCc1ccccc1	9	0	15	1.8	10	0.3	-6	0.0
COc1ccc(S(=O)(=O)Nc2ccc3c(c2)C(=O)N([C@H](C)CO)C[C@H](C)[C@@H](CN(C)C(=O)Nc2ccc4c(c2)OCO4)OCCCC[C@H](C)O3)cc1	-5	1	9	0.9	-5	-0.2	-15	-0.1
COc1ccc(OC)c(-n2c(=S)[nH]c3cc(C(=O)N4CCCCC4)ccc3c2=O)c1	2	.	5	2.8	-6	0.1	-21	.
CCC(=O)Nc1nnc(/C=C/c2ccc(OC)cc2)s1	58*	-3	-2	5.7	.	0.2	-35	.
CCN(C[C@H]1N[C@@](Cc2ccccc2)(C(=O)OC)[C@H]2C(=O)N(Cc3ccccc3)C(=O)[C@@H]12)S(=O)(=O)c1ccc(-c2ccccc2)cc1	-2	0	7	4.5	-7	0.2	-9	0.5
Cc1noc(C)c1NC(=O)Nc1ccc2c(c1)C(=O)N([C@@H](C)CO)C[C@H](C)[C@H](CN(C)S(=O)(=O)c1ccc(F)cc1)O2	11	2	19	1.3	-5	0.2	-5	0.0
O=C(CSc1nc2ncccc2[nH]1)NCCc1ccccc1	-1	-1	-14	3.7	11	0.2	-12	3.2
COCCNC(=O)C[C@H]1C=C[C@H](NC(=O)NC2CCCCC2)[C@@H](CO)O1	-8	0	17	0.4	3	1.2	-10	-0.5
N#Cc1ccc(-c2ccc([C@H]3[C@H](CO)N4C(=O)CN(C(=O)C5CC5)C[C@@H]34)cc2)cc1	0	-4	-2	-0.2	.	0.1	-1	0.0
CCOc1ccc(NC(=O)C2CCCN(S(=O)(=O)c3c(C)n[nH]c3C)C2)cc1 (stereo not drawn)	6	-1	-4	-0.2	10	0.0	5	0.6
O=C(NC(=S)NCc1cccnc1)c1cccc2ccccc12	-2	-7	8	.	.	0.1	-12	.
C[C@H](CO)N1C[C@H](C)[C@H](CN(C)S(=O)(=O)c2cn(C)cn2)OCCCC[C@H](C)Oc2ccc(NS(=O)(=O)c3ccc(Cl)cc3)cc2C1=O	16	-1	-6	-3.2	10	0.0	-36	.
COc1ccccc1NS(=O)(=O)c1ccc2oc(SC(C)C(=O)N3CCNC3=O)nc2c1 (stereo not drawn)	-3	-1	-43	-4.1	-3	0.0	-13	0.1
Cc1[nH]c2ccccc2c1SCc1n[nH]c(=S)n1C	1	2	4	-2.9	2	0.2	-17	0.5
Cn1nc(-c2ccc(Cl)cc2)c2cc(C(=O)NCCCN3CCCC3)sc21	1	-12	23	0.7	45	-0.1	46	.
COc1cccc(NC(=O)CN(C)C(=O)c2c(C)nn(Cc3ccc(C)cc3)c2Cl)c1	-3	0	-10	2.6	0	0.2	1	.
CCC(C)(C)NC(=O)c1ccc(S(=O)(=O)N2CCCCCC2)cc1	-2	-5	-24	1.8	.	0.0	-5	12
CC(=O)Nc1ccc(NC(=O)CSCc2ccccc2Cl)cc1	-6	2	19	-0.2	5	-0.1	-21	1.5
Cc1cccc(OCCCC(=O)Nc2ccc(S(=O)(=O)Nc3nccs3)cc2)c1C	?	1	-8	4.4	-4	0.0	-10	0.0
CC(Cl)C(=O)Nc1c2c(nn1-c1ccccc1)CSC2 (stereo not drawn)	-5	2	-1	2.5	-8	0.0	-1	.
O=C(CN1CCOCC1)N1CCCc2ccccc21	-6	-1	-1	0.9	1	0.6	3	-0.1
COc1ccccc1NC(=O)NCC1(N(C)C)CCCCC1	-2	2	-2	0.6	1	-0.1	-9	0.0
O=C1/C(=C2/NCCN2C2CC(=O)N(c3ccccc3)C2=O)CC/C1=C\c1ccccc1 (stereo not drawn)	-4	4	-15	-2.1	.	0.1	-12	0.0
COc1ccc(NC(=O)COC(=O)c2cc3c(s2)CCC3)cc1	.	15	8	.	2	.	-2	.
CN(C)c1ccc(C(=S)N2CCCC2)cc1Br	-4	0	14	-0.2	-3	0.1	-13	.
CCCN(C)C[C@@H]1OCCCC[C@@H](C)Oc2ccc(NC(=O)CCCN(C)C)cc2C(=O)N([C@H](C)CO)C[C@@H]1C	10	-2	9	0.6	1	0.1	-5	0.1
O=C(NCC(=O)N1CCCC1)NN=Cc1ccccc1O	-10	-6	13	-1.0	.	0.0	-2	-0.2
C[n+]1c(/C=C/c2ccc3c(c2)OCO3)ccc2ccccc21	?	4	7	1.0	.	0.3	-9	0.2
Cc1ccc2c(c1)N(C(=O)CCC(=O)N1CCN(c3cccc(C)c3C)CC1)CCO2	-7	-3	-41	-3.3	-13	0.0	-2	0.1
CCCN1C[C@@H](C)[C@@H](OC)CN(C)C(=O)c2ccc(NC(=O)CC)cc2OC[C@H]1C	.	.	6	0.5	.	0.6	.	-0.2
CCC1(C)Cc2c(sc3[nH]c(=S)[nH]c(=S)c23)CO1 (stereo not drawn)	10	3	27	-2.0	10	0.0	-22	0.2
COc1ccc(-c2cn(CC[C@@H]3CC[C@@H](NC(=O)Cc4ccccn4)[C@H](CO)O3)nn2)cc1	-1	2	-11	-2.3	-1	0.3	-13	-0.4
CO[C@H]1CN(C)C(=O)c2ccc(NC(C)=O)cc2OC[C@@H](C)N(Cc2ccc(F)cc2)C[C@H]1C	?	.	-2	-0.1	-12	0.1	3	0.1
Nc1ccccc1N=Cc1ccc(-c2cccc(Cl)c2)o1	-5	2	-19	-2.7	-5	0.0	-54	.
O=C(NC1CC1)c1cccc(NC(=O)C2CC2)c1	-14	-2	-6	-2.9	-1	0.0	-7	0.0
O=C(CC1S/C(=N/N=C/c2ccco2)NC1=O)Nc1ccccc1 (stereo not drawn)	.	-2	-3	0.5	6	-0.1	-27	1.4
Cc1ccc(S(=O)(=O)c2cn(C)c3cc(N4CCN(C)CC4)c(F)cc3c2=O)cc1	-2	0	14	0.0	-2	0.1	-1	.
O=C(NCCS(=O)(=O)NCc1ccc(Cl)cc1)c1ccccc1	2	0	19	1.5	-14	0.0	-14	-0.3
CS(=O)(=O)N(CC(=O)N1CCCC1)c1ccc(OCc2ccccc2)cc1	-2	-3	-4	0.2	-5	.	-5	.
Cc1noc(C)c1NC(=O)NCC[C@H]1CC[C@@H](NC(=O)c2ccncc2)[C@H](CO)O1	5	-2	-2	-1.2	-4	0.1	3	0.6
CCC(=O)Nc1ccc2c(c1)C(=O)N(C)C[C@H](OC)[C@@H](C)CN(Cc1ccncc1)[C@H](C)CO2	.	.	11	1.1	-1	-0.1	-3	0.2
Cc1cc(=O)oc2cc(OC(C)C(=O)Nc3ccc(C(N)=O)cc3)ccc12 (stereo not drawn)	14	0	.	3.5	-5	0.2	-20	.
COC(=O)C1=C(C)NC(=O)/C1=C\c1cc(C)n(-c2ccccc2F)c1C	5	6	0	.	.	0.2	-11	.
COc1ccc(NS(=O)(=O)c2cccc(C(=O)N3CCCC(C)C3)c2)cc1 (stereo not drawn)	-1	-98	-7	1.8	10	0.1	-1	.
CCn1c(N2CCN(S(=O)(=O)c3ccc(F)cc3)CC2)nc2ccccc21	-10	7	-25	-0.3	7	-0.1	0	-0.3

Next section
SMILES	DENV2 CPE	CASP6 VEID inh	GSIS activator	CFTR F508del cor	RAD54 branch	Xi reactivation	RAD52 inh	E-sel inducer
O=C(C1CCC1)N1C[C@@H]2[C@H](c3ccccc31)[C@H](CO)N2Cc1ccccc1	-3	0	9	0.3	7	0.0	-12	0.2
Cc1ccc(S(=O)(=O)N2CCN(CC(O)c3ccccc3)CC2)cc1 (stereo not drawn)	7	6	-4	-3.5	2	0.0	-9	-3.5
Cc1csc(=O)n1CCC(=O)OCC(=O)Nc1ncc(Cl)cc1Cl	5	12	-1	1.1	-9	0.2	-33	.
Cc1ccn(CCC(=O)NC2CC(C)(C)Cc3c2cnn3-c2ccccc2C)n1 (stereo not drawn)	-1	-1	.	0.7	-7	0.1	12	.
C=C(C)CC1(NC(C)c2ccccc2)CCCCC1 (stereo not drawn)	-1	1	7	3.3	-5	0.1	0	.
